Bioassay records as filed in PubChem BioAssay.
TNAP inhibition: human TNAP enzyme inhibitors, biochemical, luminescent (AID 518) | Alkaline phosphatase, tissue-nonspecific isozyme (Homo sapiens) | purified TNAP enzyme, luminescent substrate readout; higher % means a stronger effect | one-dose inhibition, % at 20 µM; IC50 in µM for titrated hits | 64,000 compounds, 0.09% hits; in the data active = a potency from the dose series; inactive = the rest, 99 in 100 with inhibition below about 22%;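 note: plate controls were vehicle for no effect and reference inhibitor for full effect; many of its hits are not listed in these tables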
Spn MK inh: S. pneumoniae MK inhibitors, primary screen, biochemical, PK/LDH-coupled NADH absorbance. mevalonate kinase [Streptococcus pneumoniae D39]. purified MK, PK/LDH-coupled NADH absorbance 340 nm. inhibition, % at 10 µM. 65,000 compounds, 0.48% hits;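 active = ranked among the strongest by inhibition in the single 10 µM screen, a fixed top-ranked set picked for dose follow-up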; note: no value below 0 was filed
LYP inhibition: LYP phosphatase inhibitors, primary screen, biochemical, DiFMUP fluorescence, recombinant catalytic domain, 10 µM (AID 606). recombinant LYP catalytic domain, DiFMUP fluorescence; higher % means a stronger effect. inhibition, % at 10 µM; hits with a dose series show IC50 in µM. 52,000 tested, under 10 active;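 active = IC50 under 40 µM in the dose-response test; inactive = IC50 of 40 µM or more, or never dose-tested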
HPDE-C7 cytotoxicity: cytotoxicity in HPDE-C7 cells, cell-based, fluorescence, HTS (AID 430) | HPDE-C7 pancreatic duct cells viability, fluorescence; higher % means a stronger effect | one-dose cytotoxicity, % at 10 µM; EC50 in µM for titrated hits | 63,000 compounds, 1.8% hits;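 note: cells exposed to compound for 48 hours before viability readout; 0% = vehicle and 100% = reference cytotoxic drug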
HPDE-C7K KRASV12: cytotoxicity in KRAS-transformed pancreatic duct cells, primary screen, cell-based, fluorescence, HTS (AID 431); HPDE-C7K KRASV12 cells, Alamar Blue viability, 48 h; higher % means a stronger effect; 63,000 compounds, 1.7% hits; cytotoxicity, % at 10 µM; hits with a dose series show EC50 in µM;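 active = compounds whose percent cytotoxicity in the single-dose primary screen, scaled between solvent and toxic-drug controls, exceeds 50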;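 note: 0% = DMSO solvent wells and 100% = doxorubicin-treated wells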
Spn DPM-DC inh: S. pneumoniae DPM-DC inhibitors, primary screen, biochemical, PK/LDH-coupled NADH fluorescence; purified DPM-DC; calls only at 10 µM; 65,000 compounds, 0.49% hits; AID 556, 2006;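 active = the 320 compounds with the highest percent inhibition in the single-dose primary screen, excluding strongly autofluorescent ones, cut at about 32% in these data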;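 note: kinetic rate of NADH fluorescence loss reporting ADP formed by the decarboxylase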
Spn PMK inh: S. pneumoniae PMK inhibitors, primary screen, biochemical, mevalonate pathway, pilot trial included; purified PMK, PK/LDH-coupled NADH absorbance 340 nm; inhibition, % at 10 µM; 65,000 compounds, 0.49% hits; phosphomevalonate kinase (Streptococcus pneumoniae D39);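 active = top-ranked compounds by inhibition in the single 10 µM screen, taking a fixed number of the strongest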;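 note: 0% = full reaction with DMSO carrier and 100% = background rate without enzyme reaction; no value below 0 was filed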
HT1080 viability: cytotoxicity in HT1080 fibrosarcoma cells, cell-based, fluorescence readout (AID 620); HT1080 viability, fluorescence; higher % means a stronger effect; one-dose cytotoxicity, % at 10 µM; EC50 in µM for titrated hits; 87,000 compounds, 0.42% hits;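 note: cells exposed to compound overnight then 4 h with Alamar Blue; 0% = vehicle DMSO and 100% = killing control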
Bfl-1 inhibitors: Bfl-1 inhibitors, primary screen, biochemical, fluorescence polarization, FITC-Bid, mouse (AID 432); one-dose displacement, % at 20 µM; IC50 in µM for titrated hits; FITC-Bid BH3 peptide fluorescence polarization displacement; higher % means a stronger effect; 64,000 compounds, 0.02% hits; in the data active = a potency from the dose series; inactive = the rest, 99 in 100 with displacement below about 15%; note: strong numbers were not always called active
Spn PMK inh pilot replicates: recorded beside Spn PMK inh, whose call it bears; inhibition, %; measured here: pilot screen replicates
Spn MK inh pilot replicates: recorded beside Spn MK inh, whose call it bears; inhibition, %; measured here: pilot screen replicates
Spn DPM-DC inh pilot screen %: further read-out of Spn DPM-DC inh, marked with its call; inhibition, %; measured here: pilot screen trials
* marks the source's active call; other numbers are inactive results; i = inactive; / = no result given; + = active, no number. Cut-off read from the data, not from the text of the source, unless noted: active = cytotoxicity above about 50%; inactive = the rest.

Start of the data: the first two compounds, to show the layout:
SMILES	TNAP inhibition	Spn MK inh	LYP inhibition	HPDE-C7 cytotoxicity	HPDE-C7K KRASV12	Spn DPM-DC inh	Spn PMK inh	HT1080 viability	Bfl-1 inhibitors	others
O=C(Nc1cccc(F)c1)c1cccnc1N1CCOCC1	8%	1	3%	-9%	2%	i	12	28%	0%
Cc1ccc(C2(C(F)(F)F)NC(=O)N3CCN=C3S2)cc1 (stereo not drawn)	4%	2	1%	82%*	77%*	i	9	-4%	1%

The whole of this part, repeating the preview:
SMILES	TNAP inhibition	Spn MK inh	LYP inhibition	HPDE-C7 cytotoxicity	HPDE-C7K KRASV12	Spn DPM-DC inh	Spn PMK inh	HT1080 viability	Bfl-1 inhibitors	others
O=C(Nc1cccc(F)c1)c1cccnc1N1CCOCC1	8%	1	3%	-9%	2%	i	12	28%	0%
Cc1ccc(C2(C(F)(F)F)NC(=O)N3CCN=C3S2)cc1 (stereo not drawn)	4%	2	1%	82%*	77%*	i	9	-4%	1%
CCOC(=O)c1ccc(NC(=O)CSc2nnc(CNc3ccc(OC)cc3)n2C)cc1	12%	8	6%	-2%	-1%	i	11	-4%	2%
CCCS(=O)(=O)N1CCCC(C(=O)NCC2CCCO2)C1 (stereo not drawn)	-4%	0	/	3%	2%	i	5	8%	1%
CCc1cc(C(=O)NCCN(C)C)cs1	-2%	4	7%	-4%	-6%	i	2	8%	-3%
CCOC(=O)CNc1nnc(SCC(=O)OCC)[nH]c1=O	8%	10	/	-4%	14%	i	11	3%	21%
Cn1cc(S(=O)(=O)Nc2ccc(Br)cc2F)c(=O)n(C)c1=O	5%	12	8%	0%	1%	i	0	/	6%
CCN(Cc1ccccc1)C(c1cc2cc(C)ccc2[nH]c1=O)c1nnnn1CCOC (stereo not drawn)	10%	6	6%	8%	-19%	i	11	-15%	-2%
Cc1ccccc1N1CC(c2nc3ccccc3[nH]2)CC1=O (stereo not drawn)	-9%	6	-8%	-14%	8%	i	11	-1%	-2%	Spn PMK inh pilot replicates=0.0;Spn MK inh pilot replicates=1.5;Spn DPM-DC inh pilot screen %=0.0
Cc1ccc(NC(=O)NCCN2C(=O)C3C4C=CC(C4)C3C2=O)cc1 (stereo not drawn)	0%	2	-8%	-10%	-4%	i	13	-1%	1%
CC(C)(C)OC(=O)N1CCC(C(N)=O)CC1	3%	3	-22%	-11%	-7%	i	13	-2%	-4%
O=C(CSc1oc(-c2ccco2)nc1S(=O)(=O)c1ccccc1)NCC1CCCO1 (stereo not drawn)	13%	1	18%	4%	-12%	i	0	-1%	1%	Spn PMK inh pilot replicates=1.0;Spn MK inh pilot replicates=0.0;Spn DPM-DC inh pilot screen %=0.0
CCOc1ccc(CN(CCO)CCO)cc1C(=O)OC	9%	5	-2%	-17%	-13%	i	20	25%	-15%
O=C(NCCC1=CCCCC1)C1CCCN(S(=O)(=O)c2cccnc2)C1 (stereo not drawn)	10%	3	4%	-4%	3%	i	10	6%	3%
COC(=O)c1c(NC(=O)c2ccoc2C)sc2c1CCC2	9%	5	8%	-21%	-18%	+	4	-1%	4%
O=C(NCc1ccc2c(c1)OCO2)C1CCCN1C(=O)Nc1ccc(F)cc1 (stereo not drawn)	10%	0	/	-13%	-14%	i	12	22%	-1%
O=C1CCc2nc3sc4c(c3c(=O)n2N1)CCCC4	0%	7	19%	-9%	-5%	i	8	-6%	6%	Spn PMK inh pilot replicates=0.0;Spn MK inh pilot replicates=0.5;Spn DPM-DC inh pilot screen %=0.0
CCN(CC)C(=O)C1CCCN(Cc2ccc(N(C)C)cc2)C1 (stereo not drawn)	0%	50*	4%	-12%	1%	i	0	1%	4%	Spn PMK inh pilot replicates=2.5;Spn MK inh pilot replicates=3.5*;Spn DPM-DC inh pilot screen %=2.0
CCC(C)[C@@H](C(=O)Nc1ccc(OC)c(OC)c1)N1Cc2ccccc2C1=O (stereo partly drawn)	6%	1	7%	6%	0%	i	13	3%	-10%
COc1ccc(-c2n[nH]c(=S)n2C2CCCCC2)cc1	12%	3	3%	-10%	5%	i	0	-5%	5%
CCS(=O)(=O)Nc1cc(-c2nc3cccnc3s2)ccc1C	10%	12	/	-12%	-1%	i	13	1%	2%
O=C(NCCCNCc1ccccc1)c1ccccn1	2%	0	7%	-4%	6%	i	17	16%	2%
CCCN1Cc2cccc(C(=O)N3CCN(c4cc(Cl)ccc4C)CC3)c2C1=O	2%	12	3%	-7%	9%	i	13	-6%	-7%
COCCn1nnnc1C(c1ccccc1OC)N1CCN(c2ccccc2)CC1 (stereo not drawn)	8%	0	-18%	-33%	-31%	i	21	10%	-7%
CCC(=O)Nc1sc2c(c1C(N)=O)CCN(C(C)=O)C2	10%	2	-3%	-2%	1%	i	13	6%	-7%
Cc1noc(C)c1S(=O)(=O)NCC(=O)O	7%	5	/	-6%	-6%	i	14	3%	-4%
O=C(COc1ccc(Cl)cc1Cl)NCc1ccncc1	6%	0	/	-7%	2%	i	15	-4%	-7%
N#CCSc1nc2c(cc1C#N)CCCC2	2%	10	/	1%	4%	i	6	37%	2%
O=C(CCNS(=O)(=O)c1cccs1)NCc1cccs1	2%	7	0%	-27%	-15%	i	0	-10%	-2%
COc1ccc2c(c1)C1(Nc3ccccc3-c3nc4ccccc4n31)C(=O)N2 (stereo not drawn)	7%	3	17%	2%	4%	i	15	15%	-4%	Spn PMK inh pilot replicates=2.5;Spn MK inh pilot replicates=0.0;Spn DPM-DC inh pilot screen %=1.5
Cc1ccc(-n2nnnc2SCC(=O)N2c3ccccc3NC(=O)C2(C)C)cc1	16%	13	/	-12%	-7%	i	13	0%	0%
CCn1c(SC/C=C/c2ccccc2)nnc1-c1cnccn1	3%	0	/	-19%	-15%	i	0	8%	-1%
COc1ccc(OC)c(NC(=O)COC(=O)c2ccc(-n3cnnn3)cc2)c1	11%	5	7%	-8%	-10%	i	13	-2%	-10%
Cc1cccc(N2C(=O)CC(N3CCN(C(=O)c4ccccc4)CC3)C2=O)c1 (stereo not drawn)	12%	6	0%	-5%	-14%	i	11	0%	-6%	Spn PMK inh pilot replicates=4.0;Spn MK inh pilot replicates=0.0;Spn DPM-DC inh pilot screen %=0.5
Cn1ccnc1Sc1nc2ccccc2nc1NS(=O)(=O)c1ccccc1	14%	0	/	-17%	8%	i	18	0%	3%
COc1ccc(C2C(C(C)=O)=C(C)N=c3s/c(=C/c4ccc5c(c4)OCO5)c(=O)n32)cc1 (stereo not drawn)	25%	0	/	-4%	-10%	i	15	/	-14%	Spn PMK inh pilot replicates=3.0;Spn MK inh pilot replicates=0.0;Spn DPM-DC inh pilot screen %=0.5
Cn1c(=O)c2c(nc(SCC(=O)Nc3ccc(N4CCOCC4)c(Cl)c3)n2C)n(C)c1=O	9%	3	/	-8%	7%	i	0	-7%	4%
O=C1c2ccccc2C(=O)N1CCN1CCc2ccccc21	12%	0	/	3%	5%	i	0	20%	-5%
O=S(Cc1ccc(Cl)cc1)CC(O)COc1ccc(Cl)cc1 (stereo not drawn)	11%	4	/	-20%	-2%	i	2	0%	1%
COc1cc(C)nc(OCCNC(=O)COc2ccc(Cl)cc2C)n1	9%	4	/	-10%	2%	i	6	-5%	-1%	Spn PMK inh pilot replicates=8.0;Spn MK inh pilot replicates=7.0;Spn DPM-DC inh pilot screen %=2.5
CNC(=O)NCCN1CCCC1=O	6%	5	8%	-5%	-14%	i	8	10%	-10%	Spn PMK inh pilot replicates=0.0;Spn MK inh pilot replicates=0.5;Spn DPM-DC inh pilot screen %=1.0
O=C(Nc1cccc(C(=O)N2CCOCC2)c1)NC1CCCCC1	7%	9	-9%	-8%	-1%	i	12	-2%	-2%
COc1cc(C(=O)N2CCCN(c3nc4cc(C)ccc4cc3C#N)CC2)cc(OC)c1OC	6%	/	/	-12%	-10%	i	12	-1%	-12%
COc1cc([C@H]2[C@@H]3CCCC[C@]3(O)CCN2CC(=O)Nc2ccc(C)cc2)ccc1O	0%	7	/	-3%	-3%	i	10	4%	-5%
CCOC(=O)CNC(=O)CSc1nnc(-c2cccc(C)c2)n1-c1ccc(OC)cc1	4%	3	/	1%	-6%	i	0	-18%	8%
N#CCSc1nnc(N)s1	7%	4	4%	-4%	12%	i	7	1%	-3%
COC(=O)CCC(=O)Nc1ccc(NC(=O)CCC(=O)OC)cc1	8%	1	/	-4%	0%	i	/	9%	-6%
Cc1cc2ncn(S(=O)(=O)N3CCCCC3)c2cc1C	7%	5	12%	4%	11%	i	4	-1%	-5%
O=C(CCC(=O)N1CCc2ccccc21)Nc1ccccc1	2%	11	/	-3%	-3%	i	14	-7%	0%
COc1cc(NC(=O)c2ccc(Br)o2)ccc1NC(=O)c1ccccc1Cl	16%	0	3%	-8%	10%	i	0	1%	-2%
Cc1occc1C(=O)OCC(=O)Nc1ccc(F)cc1	-6%	0	19%	-20%	-16%	i	17	17%	0%
CCOC(=O)C1CCCN(c2c(NCC3CCCN3CC)c(=O)c2=O)C1 (stereo not drawn)	8%	2	-6%	0%	-7%	i	0	2%	1%
Cc1nn(CC(=O)NC(C)c2ccccc2)c(=O)c2ccccc12 (stereo not drawn)	6%	7	1%	14%	6%	i	10	-4%	-7%
CCN1C(=O)C(NC(C)=O)c2cc(Br)ccc21 (stereo not drawn)	8%	0	6%	-20%	-14%	i	3	/	-2%
CCN1C(=S)SC(=O)C1=C1C=C(C)N(CCO)C(C)=C1	19%	9	/	-4%	4%	i	0	5%	3%
CCOC(=O)N1CCC(NC(=O)c2ccc3c(=O)n4c(nc3c2)CCCC4)CC1	4%	6	0%	-7%	-7%	i	19	21%	-2%
N#Cc1sc2nc3c(c(-c4ccco4)c2c1N)CCCC3	3%	11	10%	-3%	0%	i	6	2%	-6%
O=c1c(C(c2nnnn2C2CCCCC2)N2CCCCC2)coc2ccc(Cl)cc12 (stereo not drawn)	6%	0	/	5%	6%	i	19	28%	0%
Cc1[nH]c2ccc(CNS(=O)(=O)c3ccc(S(=O)(=O)N4CCOCC4)cc3)cc2c1C	18%	5	/	1%	0%	i	0	4%	-1%
Clc1ccc(OCc2nnc(SCc3nnc(-c4ccccc4)o3)o2)c(Cl)c1	13%	16	/	-1%	25%	i	8	6%	2%
More compounds follow.
SMILES	TNAP inhibition	Spn MK inh	LYP inhibition	HPDE-C7 cytotoxicity	HPDE-C7K KRASV12	Spn DPM-DC inh	Spn PMK inh	HT1080 viability	Bfl-1 inhibitors	others
Cc1ccc(S(=O)(=O)N2CCN(C(=O)CSc3nnc(C)s3)C2)cc1	10%	0	3%	-13%	-6%	i	0	6%	-1%
O=C(Cn1nc(C(F)(F)F)c2c1CCCCC2)N1CCOCC1	3%	11	8%	-2%	4%	i	6	2%	0%
O=C(C1CCCN1C(=O)c1cccs1)N1CCc2ccccc21 (stereo not drawn)	10%	0	6%	-6%	4%	i	16	-6%	-5%
CCOC(=O)CCN(Cc1cccs1)S(=O)(=O)c1ccc(F)cc1	7%	1	6%	-1%	-3%	i	13	8%	-1%
